Screening results deposited in PubChem BioAssay by National Center for Advancing Translational Sciences (NCATS).
BRCA1 expr up: increases BRCA1 expression. MCF7-BRCA1-FFLuc reporter, luminescence, 48 h; response scale: scaled: vehicle 0%, 10 µM genistein 100%. Potency, µM (titrated, usually from 46.1 µM), for the others: top-dose activation, most hits filed as activators. actives 1.1% (n = 380,000). AID 624202; note: nearly all actives have a fitted effect of over 80% in size; some results filed as inactive show a strong effect at the top dose
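MCF7 cells carrying a BRCA1-firefly luciferase reporter (2000 cells/well, phenol-red free MEM) were attached for 2 h at 37 °C, then given compounds for 48 h. Luminescence was read 15 min after luciferase reagent; activity normalized to genistein (10 microM) and DMSO.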
FLuc counter: inhibits or activates purified firefly luciferase, miR-21 counter-screen; P08659; purified FLuc, Km substrates, luminescence inhibition; Potency, µM (doses to about 57.5 µM), inactives show at the top dose activity change, negative = inhibition, hits mostly inhibitors; actives 6.9% (n = 360,000);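 note: plate controls were vehicle for no effect and reference inhibitor for full effect; nearly all actives have a fitted effect of over 55% in size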
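Biochemical qHTS of compounds, final roughly 60 µM downward over six points, against 10 nM purified firefly luciferase using Km concentrations of substrates (10 uM D-luciferin, 10 uM ATP) in Tris acetate pH 7.5 buffer; luminescence output.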
Rab9 prom act: activators of Rab9 promoter. Huh7 Rab9 promoter-luciferase reporter, luminescence, 24 h. Potency, µM (titrated, usually from 9.22 µM), for inactives: at the highest dose activation, negative = inhibition, usual class: activators. actives 2.8% (n = 320,000); note: % of control where 0% means no effect; nearly all actives have a fitted effect of over 60% in size
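Huh7 reporter line, Rab9 promoter upstream of luciferase. Compound exposure 24 h at 37 °C in reduced-serum medium with 10% FBS. Read-out: luminescence.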
NPC1 promoter act: NPC1 promoter activation; AID 485313; actives 2.4% (n = 320,000); Huh7 NPC1 promoter luciferase reporter, 24 h; Potency, µM (top dose mostly 9.22 µM), without a hit: at the top dose activation, usual class: activators;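 note: % of control where 0% means no effect; nearly all actives have a fitted effect of over 60% in size; reporter is driven by a mutant NPC1 promoter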
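Luminescence from an NPC1 promoter-driven luciferase reporter in stably transfected Huh7 cells was measured after 24 h compound treatment at 37 °C, followed by 10 min ambient incubation with luciferase detection reagent.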
VP16 counter: counter-screen for ROR gamma inhibitors: Gal4-VP16 reporter; Drosophila S2 Gal4-VP16 UAS-luciferase, luminescence, 20 h; Potency, µM (series often up to 53.6 µM), for the others: at the top dose activity, negative = inhibition, hits mostly inhibitors; actives 3.5% (n = 310,000); AID 2546;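 note: Gal4-VP16 expression switched on by copper sulfate through the metallothionein promoter; % is set by controls: 0 for no effect and ±100 for the full control effect; nearly all actives have a fitted effect of over 50% in size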
ELG1 genotoxic: genotoxicity induction in ELG1-luciferase HEK293T cells. HEK293T ELG1-luciferase reporter, luminescence, 16 h. Potency, µM (titrated, usually from 46 µM), without a hit: at the highest dose activity change, positive = activation, actives largely listed as activators. actives 1.3% (n = 330,000); note: % of control where 0% means no effect; nearly all actives have a fitted effect of over 60% in size
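DMSO vehicle served as control against compound-treated ELG1-luciferase HEK293T cells; exposure lasted 16 hr at 37 °C and 5% CO2, followed by ONE-Glo luminescence detection after 30 min.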
p53 reactivation: mutant p53 re-activation in reporter cells. H1299 p53-A138V BP100-luciferase reporter, luminescence, 24 h. Potency, µM (highest dose often 92.2 µM), inactives show at the highest dose activity change, positive = activation, hits mostly activators. actives 0.063% (n = 320,000). AID 504706; note: % of control where 0% means no effect; nearly all actives have a fitted effect of over 45% in size
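H1299 (p53-null), stable ts p53-A138V + BP100-Luc; 1000 cells/well, Opti-MEM/10% FBS; cpd 4 pt, 1:5; 24 h, 37 deg C, 5% CO2; detection reagent 10 min RT; luminescence.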
MBNL1-CUG inh: MBNL1-poly(CUG) RNA binding inhibition. TR-FRET MBNL1-His/biotin-(CUG)12 binding, 665/545 ratio. Q9NR56. actives 0.036% (n = 280,000). Potency, µM (top dose mostly 57.5 µM), without a hit: at the top dose activity change, negative = inhibition, actives largely listed as inhibitors. AID 2675; active = well fitted inhibition curve with a large enough effect in the signal ratio, with a control signal flat, not every such curve was filed as active; inconclusive = small, poorly fitted or top-dose-only effect, or effect the other way, or a change in a side signal; inactive = no such curve, though single readings can be large or run the other way; the % refers to the signal ratio; note: % is set by controls: 0 for no effect and ±100 for the full control effect
Target sequence (Q9NR56 whole entry, looked up): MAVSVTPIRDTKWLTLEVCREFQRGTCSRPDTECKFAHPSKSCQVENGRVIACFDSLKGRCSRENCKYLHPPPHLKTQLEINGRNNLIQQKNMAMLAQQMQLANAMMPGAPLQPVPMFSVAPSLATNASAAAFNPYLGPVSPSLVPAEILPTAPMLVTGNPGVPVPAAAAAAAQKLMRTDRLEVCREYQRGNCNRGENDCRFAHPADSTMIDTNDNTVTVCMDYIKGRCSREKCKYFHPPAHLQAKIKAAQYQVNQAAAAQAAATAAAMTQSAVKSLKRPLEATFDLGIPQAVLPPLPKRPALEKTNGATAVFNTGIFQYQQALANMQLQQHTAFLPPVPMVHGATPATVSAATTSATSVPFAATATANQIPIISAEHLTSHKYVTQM
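Compounds (final 92 nM to 58 uM) are added to His-tagged MBNL1 and biotin-(CUG)12, then terbium anti-His antibody and streptavidin-XL665 (5 nM final). After 60 min at room temperature, the 665/545 nm ratio is read.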
RORg inh: ROR gamma (mouse) transcription inhibition; P51450; Drosophila S2 Gal4-RORgamma UAS-luciferase reporter, 20 h; Potency, µM (top dose mostly 53.6 µM), for inactives: at the top dose activity change, negative = inhibition, actives largely listed as inhibitors; actives 5.4% (n = 310,000); AID 2551; note: % is set by controls: 0 for no effect and ±100 for the full control effect; nearly all actives have a fitted effect of over 60% in size
Target sequence (P51450 whole entry, looked up, the tested form may be a part): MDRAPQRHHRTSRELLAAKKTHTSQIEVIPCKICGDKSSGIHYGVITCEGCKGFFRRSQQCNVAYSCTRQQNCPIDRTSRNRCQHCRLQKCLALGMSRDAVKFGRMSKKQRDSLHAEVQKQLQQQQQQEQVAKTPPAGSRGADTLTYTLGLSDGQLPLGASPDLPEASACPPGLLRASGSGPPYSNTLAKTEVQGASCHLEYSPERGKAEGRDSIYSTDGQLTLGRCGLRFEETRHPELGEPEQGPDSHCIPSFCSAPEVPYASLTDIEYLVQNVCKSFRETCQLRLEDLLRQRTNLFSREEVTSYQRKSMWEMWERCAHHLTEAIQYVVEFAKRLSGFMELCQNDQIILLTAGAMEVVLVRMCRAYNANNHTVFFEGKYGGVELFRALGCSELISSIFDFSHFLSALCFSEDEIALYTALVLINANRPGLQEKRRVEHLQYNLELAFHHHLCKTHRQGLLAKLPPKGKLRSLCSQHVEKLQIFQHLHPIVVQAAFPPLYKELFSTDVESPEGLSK
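Luciferase reporter read in Schneider cells carrying Gal4-RORγ (mouse) and UAS-Photinus luciferase; cells given compound 1 h before 700 uM copper sulfate induction, then incubated 20 h at ambient temperature.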
uPA surface inh: blocks generation of uPA at the cell surface; cell surface uPA generation assay, qHTS; Potency, µM (doses to about 38.3 µM), for inactives: top-dose activity change, negative = inhibition, actives largely listed as inhibitors; actives 0.31% (n = 330,000); AID 540303; active = well fitted inhibition curve with a large enough effect; inconclusive = small, poorly fitted or top-dose-only effect; inactive = no such curve, though single readings can be large or run the other way; tested in mouse RAW 264.7 cells; note: % is set by controls: 0 for no effect and ±100 for the full control effect; nearly all actives have a fitted effect of over 55% in size
* marks the source's active call; other numbers are inactive results; ? = inconclusive; · = not tested or not shown; & = joins results of further samples; [ ] = remark or other dose. Unless noted, calls come from the whole dose curve; as a rule, active = well fitted curve in the direction sought with a large enough effect; inconclusive = small, poorly fitted or top-dose-only effect, or another doubt; inactive = no such curve, though single readings can be large; an effect the other way counts as inactive or inconclusive. Potency is the fitted concentration of half-maximal effect.

SMILES	BRCA1 expr up	FLuc counter	Rab9 prom act	NPC1 promoter act	VP16 counter	ELG1 genotoxic	p53 reactivation	MBNL1-CUG inh	RORg inh	uPA surface inh
CCC(=O)NC(NC(=S)Nc1ccccc1Br)C(Cl)(Cl)Cl (stereo unspecified)	53%	3%	-1%	2%	-7%	-1%	-4%	7%	2%	0%
Cc1nc(SCC(=O)NCc2ccc3c(c2)OCO3)nc(C)c1C	-8%	·	·	·	·	0%	0%	·	·	9%
S=C(NNc1ccc2ccccc2c1)NC1CCCCC1	-58%	?	20%	12%	2.8µM*	11%	?	20%	2.8µM*	-4%
O=C1CCCc2oc3ccc(O)cc3c21	38%	-11%	-2%	-3%	-2%	6%	7%	-3%	-22%	4%
CCc1ccc2nc(SCC(=O)N3CC(=O)Nc4ccccc43)c(C#N)cc2c1	-57%	-1%	-5%	-11%	1%	10%	24%	13%	9%	-13%
COc1cc(/C=C/C(=O)OCC(=O)Nc2ccccc2Cl)cc(OC)c1OC	-4%	-1%	2%	-1%	-7%	4%	2%	-2%	-27%	1%
Cc1ccccc1CC1(CO)CCCN(C(=O)CCN2CCCO2)C1 (stereo unspecified)	21%	?	4%	1%	-6%	6%	?	-8%	26%	6%
Cc1cccc(N2CCN(S(=O)(=O)c3ccc4c(c3)CC(C)N4C(=O)C3CC3)CC2)c1C (stereo unspecified)	-13%	0%	1%	-5%	-7%	-4%	-4%	6%	20%	-13%
O=C(COC(=O)C1CC1)NCc1ccccc1	0%	-3%	-1%	2%	·	9%	9%	·	·	0%
COc1ccc(Oc2nccc(-c3ccc(F)cc3)c2C#N)cc1	42%	0%	23%	28%	-7%	9%	2%	-6%	11%	-7%
COCCn1c(SCC(=O)c2c(N)n(C)c(=O)n(C)c2=O)nc2ccccc21	-17%	-7%	7%	2%	3%	0%	0%	-1%	-6%	-1%
COc1ccc(Cc2nnc(NC(=O)c3cccs3)s2)cc1	66%	?	1%	0%	24%	?	7%	5%	-27%	-6%
Cc1ccc(S(=O)(=O)Cn2nnnc2C(CC(C)C)N2CCN(c3ccccc3)CC2)cc1 (stereo unspecified)	-25%	5%	-8%	-4%	3%	-1%	-3%	-2%	-12%	0%
O=C(Nc1ccc(Cl)cc1F)c1cc(S(=O)(=O)N2CCCCC2)ccc1F	-7%	-1%	-9%	-5%	5%	3%	0%	-6%	0%	-6%
CCC12CC3CC(C1)CC(C(=O)O)(C3)C2	3%	1%	0%	-2%	-5%	0%	-2%	-11%	-23%	2%
CC(CC(=O)O)CC(=O)Nc1ccc(S(N)(=O)=O)cc1 (stereo unspecified)	1%	-2%	-3%	-3%	0%	-1%	-3%	-1%	-8%	5%
Cc1nn(CC(=O)NC2CCS(=O)(=O)C2)c(C)c1S(=O)(=O)N(C)C (stereo unspecified)	-2%	2%	10%	-1%	·	2%	2%	·	·	3%
O=C(CN1CCN(c2cccc(C(F)(F)F)c2)CC1)N(C1CC1)C1CCS(=O)(=O)C1 (stereo unspecified)	-4%	10%	3%	-2%	·	1%	0%	·	·	-10%
Cn1c2c(c(=O)n(C)c1=O)CN(Cc1ccc(F)cc1)CN2	-11%	2%	-9%	-3%	-1%	-1%	14%	4%	-2%	-4%
Cc1cc(NS(=O)(=O)c2ccc(NC(=O)c3ccco3)cc2)nc(C)n1	0%	4%	5%	-3%	-4%	0%	2%	-11%	0%	1%
O=C(CSc1nnc(CNC(=O)c2ccco2)o1)Nc1cccc(Cl)c1	24%	-1%	-1%	-1%	0%	-1%[9.26 µM]	8%	3%	-2%	?
Cc1cc(NS(=O)(=O)c2ccc(NC(=O)N[C@H](C(=O)O)C(C)C)cc2)no1	-6%	0%	0%	2%	-9%	1%[9.26 µM]	2%	-6%	-2%	-1%
CC(=O)c1ccccc1NC(=O)c1ccc(N2CCCC2=O)cc1	7.9µM*	7.6µM*	?	27%	·	?	2%	·	·	-5%
CCn1nccc1C(=O)Nc1ccc(Cl)c(Cl)c1	61%	21µM*	?	20%	21%	17%	24%	-2%	?	-2%
S=C(NCCc1ccccn1)Nc1ccc(Cl)c(Cl)c1	68%	-13%	3%	1%	7.1µM*	1%	26%	-6%	5.6µM*	1%
Cc1ccc(-n2ncc(Br)c(Br)c2=O)cc1	-85%	?	-48%[inhibitor]	-39%[inhibitor]	2.8µM*	-26%	-9%	395%[activator]	5µM*	13µM*
Oc1ccc(C2=NNC(=NCc3ccc4c(c3)OCO4)SC2)c(O)c1	-46%	?	-19%	-24%	?	?	?	25%	1.6µM*	-13%
CCOC(=O)C1=C(C)NC(=S)NC1c1ccc(OCC(=O)N2CCCCC2)cc1 (stereo unspecified)	-17%	-1%	4%	0%	2%	-5%	-3%	2%	0%	-6%
CCOc1cc(/C=C2\C(=N)N3N=C(S(=O)(=O)CC)SC3=NC2=O)ccc1OC(=O)c1ccco1	-9%	-12%	-2%	2%	-2%	9%	-2%	3%	6%	1%
Cc1ccc2c(C)nc(SC(C(=O)c3ccccc3)c3ccccc3)nc2c1 (stereo unspecified)	-3%	5%	0%	-4%	20µM*	4%	-13%	-7%	?	-4%
CCCS(=O)(=O)c1snnc1C	-3%	4%	-1%	-4%	-3%	0%	3%	9%	15%	-2%
CSc1sccc1/C=N/O	-8%	5%	1%	-1%	-24%	-5%	-6%	9%	0%	2%
CC(=NC1CCN(Cc2ccccc2)CC1)c1c(O)[nH]c(=O)[nH]c1=O	5%	1%	6%	-4%	-5%	5%	-2%	-2%	0%	3%
CN(CCOc1ccccc1)CC(=O)Nc1ccc(S(=O)(=O)N2CCCC2)cc1	-15%	1%	-6%	0%	11%	-7%	2%	-11%	-5%	22%
COc1ccc(CCN2C(=O)c3cccc4c(C(=O)N5CCCCC5)ccc(c34)C2=O)cc1OC	-65%	-2%	-6%	0%	-23%	-8%	2%	20%	8%	1%
O=C(Nc1ccccc1Cl)C1CCCN(c2ncnc3c2nc2n3CCCCC2)C1 (stereo unspecified)	-50%	3%	-12%	-4%	-4%	-12%	11%	-5%	28%	-2%
COc1cccc(CNC(=O)C2CCCN(c3nc4ccccc4o3)C2)c1 (stereo unspecified)	6%	-7%	-3%	-2%	-7%	-6%	-2%	-12%	29%	·
O=C(OCCN1CCOCC1)c1cccnc1	-2%&-5%	0%&-1%	1%&2%	3%&0%	-10%&-16%	0%&1%	-3%&0%	-2%&8%	-13%&-4%	-4%
O=C(Nc1ccc(F)c(F)c1)c1ccc(F)c(S(=O)(=O)N2CCOCC2)c1	·	5%	9%	-5%	?	-8%	5%	-5%	39%	·
CN1C(=O)CSC1=Nc1ccc(Br)cc1	12%	-3%	-5%	-8%	-6%	2%	·	-3%	11%	5%
COC(=O)c1cnn(-c2cc(Oc3ccccc3)ncn2)c1N	?	?	2.5µM*	?	-12%	?	?	4%	29%	0%
COc1cc2c(cc1OC)CN(C(=O)/C=C/c1ccccc1[N+](=O)[O-])CC2	-26%	0%	-11%	-25%	4%	-8%	-2%	?	-8%	-12%
COc1ccccc1OCc1cc(C(=O)N(C)CCC2CCCCO2)no1 (stereo unspecified)	?	12µM*	1.6µM*	2.5µM*	9%	10µM*	14%	-5%	?	?
CC(C)OC(=O)c1cccc(NC(=O)c2ccccc2)c1	11µM*	13µM*	?	?	-6%	14%	?	0%	?	-9%
C=CCn1c(O)c2ccc(C(=O)N=NC(=O)COc3ccc(OC)cc3)cc2c1O	-18%	4%	5%	5%	·	14%	·	?	·	10%
Cc1ccccc1NC(=O)CSc1nc2ccc(Nc3nc(N4CCOCC4)nc(N4CCOCC4)n3)cc2s1	-44%	0%	2%	-9%	·	-4%	·	-3%	·	24%
Cc1nc(SC2C=CS(=O)(=O)C2)n[nH]1 (stereo unspecified)	-33%	-1%	8%	0%	11%	14%	-2%	-7%	-14%	·
Cc1cccc(N2CCC(N3CCN(C4CCCCC4)C(CCO)C3)CC2)c1C (stereo unspecified)	-12%	?	1%	11%	-2%	-1%	2%	?	9%	2%

Shown with bars between the fields: entries from further up
mol | BRCA1 expr up | FLuc counter | Rab9 prom act | NPC1 promoter act | VP16 counter | ELG1 genotoxic | p53 reactivation | MBNL1-CUG inh | RORg inh | uPA surface inh
COc1ccc(CCN2C(=O)c3cccc4c(C(=O)N5CCCCC5)ccc(c34)C2=O)cc1OC | -65% | -2% | -6% | 0% | -23% | -8% | 2% | 20% | 8% | 1%
COc1cccc(CNC(=O)C2CCCN(c3nc4ccccc4o3)C2)c1 (stereo unspecified) | 6% | -7% | -3% | -2% | -7% | -6% | -2% | -12% | 29% | ·

Other results
SMILES	BRCA1 expr up	FLuc counter	Rab9 prom act	NPC1 promoter act	VP16 counter	ELG1 genotoxic	p53 reactivation	MBNL1-CUG inh	RORg inh	uPA surface inh
Cc1ccc(OCC(=O)NCCNC(=O)c2cnccn2)cc1C	-8%	0%	-1%	4%	0%	1%	-7%	-5%	-13%	-2%
O=C(/C=C/c1ccc2c(c1)OCO2)c1ccc[nH]1	7.9µM*	2.1µM*	?	3.2µM*	-4%	?	?	?	?	-2%
O=C1Cc2ccccc2C(c2ccc(Br)cc2)N1 (stereo unspecified)	0%	1%	0%	1%	3%	-2%	-5%	-2%	11%	-2%
Nc1ccccc1Sc1nc2ccccc2[nH]1	-20%	?	15%	-3%	13µM*	?	?	·	3.5µM*	-7%
